# Screening results as filed in PubChem.
# BoNT A protease – BoNT A light chain protease inhibition; AID 588499; inhibition, % at 10 µM; 360,000 tested, 0.17% active; multiplex microsphere protease substrate cleavage, flow cytometry; also: plate controls were buffer without enzyme for full effect and enzyme alone for no effect
# CCHFV vOTU inh – blocks the CCHF virus ovarian tumor domain protease | CCHFV vOTU protease, Pep-AMC fluorescence | 370,000 tested, 0.55% active | inhibition, % at 11.5 µM; in the data active = inhibition above about 30%; also: 0% = vehicle wells with enzyme and 100% = no enzyme wells
# BoNT F protease – blocks Botulinum neurotoxin F light chain protease; Multiplex microsphere protease cleavage assay, flow cytometry; inhibition, % at 10 µM; 360,000 tested, 0.22% active; AID 588497; in the data active = inhibition above about 35%, passing the limit was not always enough; inconclusive = no clear call, values can overlap the other calls; also: plate controls were buffer without enzyme for full effect and enzyme alone for no effect
# SSB-PriA inh – blocks PriA binding to SSB C-terminal tail. AlphaScreen SSBct-PriA binding, biotinylated peptide. inhibition, % at 33 µM. 430,000 tested, 0.6% active. AID 1272365; in the data active = inhibition mostly above about 37%, no sharp cut-off; inactive = mostly below about 20%;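 also: plate controls were negative control peptide for no effect and reference peptide for full effect; strong numbers were not always called active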
# MazEF act – increases E. coli MazEF RNase cleavage of RNA. FAM/BHQ RNA-DNA oligo cleavage fluorescence, 5 h. activation, % at 20 µM. 350,000 tested, 0.32% active. P0AE70; in the data active = activation above about 50%
# Target sequence (P0AE70 whole entry, looked up): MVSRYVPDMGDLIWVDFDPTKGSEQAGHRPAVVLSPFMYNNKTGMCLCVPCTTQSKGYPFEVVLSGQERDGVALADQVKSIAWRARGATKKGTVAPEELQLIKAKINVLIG
# PrPC surface inh – reduces human prion protein on the cell surface. P04156. cell surface PrPC, TR-FRET read-out. inhibition, % at 13.8 µM. 370,000 tested, 0.43% active. AID 720596; in the data active = inhibition above about 24%; also: 0% = median of the test wells and 100% = reference compound wells
# VHR inh abs – DUSP3 (human) phosphatase inhibition; 290,000 tested, 0.52% active; inhibition, % at 13.3 µM; recombinant VHR phosphatase, pNPP absorbance; AID 1654; in the data active = inhibition above about 50%; also: some compounds called inactive have numbers as strong as hits
# Target sequence (P51452 whole entry, looked up): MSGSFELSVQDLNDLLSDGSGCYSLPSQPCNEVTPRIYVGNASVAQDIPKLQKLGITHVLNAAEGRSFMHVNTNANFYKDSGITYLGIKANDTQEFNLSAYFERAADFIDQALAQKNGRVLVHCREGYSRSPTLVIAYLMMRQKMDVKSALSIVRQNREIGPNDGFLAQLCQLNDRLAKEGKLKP
# SARS 3CLpro inh – SARS-CoV 3CLpro protease inhibition. P0C6X7. recombinant SARS-CoV 3CLpro, quenched FRET peptide cleavage. inhibition, % at 6 µM. 290,000 tested, 0.14% active; in the data active = inhibition above about 12%
# Anthrax LF inh2 – inhibitors of Bacillus anthracis lethal factor protease | P15917 | multiplex microsphere protease cleavage assay, LF | inhibition, % at 10 µM | 360,000 tested, 0.12% active | AID 588501; also: plate controls were buffer without enzyme for full effect and enzyme alone for no effect
# Rv3671c protease – inhibitors of M. tuberculosis serine protease Rv3671c; inhibition, % at 5.96 µM; 320,000 tested, 0.048% active; AID 2606; in the data active = inhibition above about 38%;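 also: extracellular domain of Rv3671c used as enzyme; 0% = enzyme with DMSO and 100% = no enzyme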
# Target sequence (P9WHR9 whole entry, looked up, the tested form may be a part): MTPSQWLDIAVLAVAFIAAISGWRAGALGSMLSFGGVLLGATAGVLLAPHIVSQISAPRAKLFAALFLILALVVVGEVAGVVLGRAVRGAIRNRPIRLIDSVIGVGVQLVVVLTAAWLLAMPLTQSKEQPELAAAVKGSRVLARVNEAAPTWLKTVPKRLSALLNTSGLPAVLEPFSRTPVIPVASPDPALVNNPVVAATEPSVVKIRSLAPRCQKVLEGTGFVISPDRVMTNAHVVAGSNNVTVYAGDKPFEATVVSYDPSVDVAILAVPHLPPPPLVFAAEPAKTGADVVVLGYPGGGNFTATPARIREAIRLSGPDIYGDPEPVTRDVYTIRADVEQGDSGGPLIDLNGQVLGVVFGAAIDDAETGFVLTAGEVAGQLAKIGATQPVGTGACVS
# * marks the source's active call; other numbers are inactive results; ? = inconclusive; . = no result given; & = joins results of further samples. Rule as the data show it, unless noted: active = inhibition above about 30%; inconclusive = no clear call, values can overlap the other calls; inactive = below that. Only part of the results is shown, so the mix of outcomes need not match the whole.
molecule	BoNT A protease	CCHFV vOTU inh	BoNT F protease	SSB-PriA inh	MazEF act	PrPC surface inh	VHR inh abs	SARS 3CLpro inh	Anthrax LF inh2	Rv3671c protease
Cc1cc(C)n(S(=O)(=O)c2ccc3oc(=O)ccc3c2)n1	-0.9	7.8	-4.3	-13.4	11.0	-7.2	22.4	1.7	-9.0	-1.6
O=C1S/C(=C\c2ccccn2)C(=O)N1Cc1ccccc1F	0.1	8.0	-15.0	-0.1	-5.4	7.9	-8.0	-0.7	-1.4	5.8
CCN(c1ccccc1)S(=O)(=O)c1c[nH]c2ccc([N+](=O)[O-])cc12	-0.8	9.3	2.5	7.0	8.6	-7.3	-11.6	2.4	-2.4	-26.2
Cc1[nH]c2ccccc2c1C(c1ccncc1)N1CCN(c2ccccn2)CC1 (centres undefined)	0.1	0.3	-3.5	8.3	6.5	-2.5	9.1	1.4	-1.9	-0.2
Cc1cc(OCC(=O)N[C@@H](Cc2c[nH]c3ccccc23)C(=O)O)c2c(C)c(C)c(=O)oc2c1	-1.3	2.3	-2.5	7.8	-2.5	-6.3	16.6	8.4	3.9	0.8
COC(=O)c1cc(Cl)c(NC(=O)/C=C/c2ccc(OC)c(OC)c2)cc1OC	0.2	-1.6	-9.3	-5.6	5.4	-0.9	-18.5	3.0	-3.6	-16.4
COc1ccc(-c2nc(O)c3cnccn23)cc1	0.1	0.5	-5.1	-12.9	2.4	-13.6	-9.9	2.9	-1.5	-3.9
CCOc1c2ccccc2nn1CCO	0.3	0.9	-7.5	-8.3	-12.0	-6.4	.	.	-8.9	6.3
NC(c1csc(Nc2ccc(C(=O)NCCO)cc2)n1)C1CCCCC1 (centres undefined)	-0.1	5.9	-5.1	.	.	0.8	.	.	-3.1	.
Cc1c(C)c2ccc(OCC(=O)Nc3ccc(N4CCC(C)CC4)cc3)cc2oc1=O	3.9	-3.3	-19.1	3.3	5.0	1.2	12.3	-2.4	-7.7	0.4
O=C(NC1CCCC1)C1CC(=O)N(CCc2ccccc2)C1 (centres undefined)	-0.8	-5.3	-8.4	-5.9	-2.7	6.9	27.2	-0.3	0.0	5.4
O=C1c2ccccc2C(=O)N1CCC#Cc1ccc2cc(C3(O)CCCCC3)oc(=O)c2c1	0.1	-7.8	-7.1	-12.5	0.5	-2.9	.	.	-0.6	-10.2
CCN(C[C@H]1N[C@@](CC)(C(=O)OC)[C@H]2C(=O)N(C)C(=O)[C@@H]12)C(=O)C1CCCCC1	-0.3	-1.3	-5.1	-10.2	-0.7	-2.4	.	.	6.2	1.8
Cc1cccc(C(=O)N(c2ccccn2)C(C)c2ccco2)c1 (centres undefined)	-1.3	-12.2	-2.3	9.4	6.1	-8.1	13.2	3.6	-1.2	-2.8
O=C(Nc1ccc2c(c1)OCO2)Nc1ccc(Br)cn1	0.5	1.7	-5.3	-10.2	1.8	3.9	12.1	4.3	0.2	-17.0
O=C(c1cncc(Br)c1)N1CCN(S(=O)(=O)c2ccccc2)CC1	1.0	-7.3	-27.5	-0.7	13.4	6.4	26.3	2.9	-13.3	2.8
CC(=O)Nc1ccc(-c2ccnc3c2CC(C)(C(=O)Nc2cccc(C(F)(F)F)c2)O3)cc1 (centres undefined)	-0.6	2.7	0.8	.	.	8.2	.	.	-1.0	.
CN(c1ccc(C(=O)Nc2ccccn2)cc1)S(=O)(=O)c1ccccc1	0.4	-0.9	4.3	-4.9	8.6	-3.1	19.7	3.0	8.8	-3.7
O=C(CN(Cc1ccccc1)C(=O)CCC(=O)Nc1nccs1)NCc1ccc(F)cc1	0.0	8.7	19.1	-18.2	5.1	1.9	38.4	6.8	11.0	11.8
CCOc1cc(N2CCOCC2)c(OCC)cc1NC(=O)c1cccc(N(C)C)c1	-1.4	10.4	-2.3	29.7	6.7	0.3	11.9	-2.3	-7.2	-1.5
O=C(Nc1ccc(Cl)cc1)N(C1=NCCC1)c1ccc(OC(F)F)cc1	0.9	-11.9	-5.4	-11.0	0.6	-0.8	23.5	-4.0	-5.9	-0.7
C/C(=N\Nc1nc2ccccc2[nH]1)c1cc2ccccc2o1	-1.3	12.3	-19.5	.	17.9	-1.3	16.5	2.0	-4.3	11.1
CC(c1ccccn1)N(CCN(C)C)C(=S)Nc1ccccc1F (centres undefined)	0.3	-7.2	3.1	3.5	-1.1	-0.1	27.1	4.4	-2.6	-11.9
Cn1c(CN2CCOCC2)nnc1SCC(=O)NC1CCCCC1	0.0	-6.1	11.3	0.3	6.3	4.7	11.8	-2.5	2.7	-1.7
Cc1cc(NC(=O)CSc2nnc(-c3c[nH]c4ccccc34)n2C)no1	0.6	-3.9	-3.6	-4.0	2.0	4.5	25.6	-2.0	-3.7	6.8
Cc1noc(C)c1C(=O)N1CCC1(C)C(=O)NS(=O)(=O)c1ccccc1Cl (centres undefined)	-0.5	11.3	-2.9	.	.	6.0	.	.	-5.1	.
NS(=O)(=O)c1ccc2nc(NC(=O)Nc3ccc(F)cc3)sc2c1	0.3	-12.9	-7.2	-10.5	6.9	5.0	0.0	-4.3	-1.8	-67.1
C[C@H](CO)N1C[C@H](C)[C@@H](CN(C)C(=O)c2cccnc2)Oc2ncc(Br)cc2C1=O	-0.3	3.8	-9.4	.	2.3	6.9	.	.	-7.3	.
Cc1c(-c2nc3ccccc3[nH]2)cnn1C	0.7	-12.8	-4.6	1.6	-1.8	3.5	.	.	-5.9	-1.1
COc1ccc(C(=O)c2ccc3oc(-c4ccc(OC)cc4)c(C#CCCO)c3c2)cc1	0.1	10.8	-4.1	9.6	-22.7	1.9	.	.	0.9	-4.4
C=CC[C@@H](CC(=O)N[C@@H](CO)Cc1ccccc1)C(=O)N[C@H](COC(=O)[C@H](CC=C)CC(=O)OC(C)(C)C)Cc1c[nH]c2ccccc12	0.1	24.5	0.9	5.6	0.6	1.9	.	.	-3.6	-8.6
CC(NC(=O)c1cccs1)c1nnc(SCc2ccc(Cl)cc2Cl)n1C (centres undefined)	0.2	-7.9	-4.2	-17.4	-3.4	5.4	25.8	2.7	-1.1	-0.8
COc1ccc(C2c3c(-c4ccccc4O)n[nH]c3C(=O)N2Cc2ccco2)cc1 (centres undefined)	-1.0	10.9	-1.9	21.6	2.4	3.3	-3.6	5.8	-2.0	-6.3
O=C(C1CCN(S(=O)(=O)c2ccccc2)CC1)N1CCN(c2ccccc2)CC1	1.2	10.1	4.3	5.9	-19.9	2.0	-5.4	4.3	-3.6	2.1
O=c1c2nnn(Cc3ccccc3)c2ncn1C/C=C/c1ccccc1	-0.9	7.0	-10.2	-2.0&-3.4	5.7	2.7	12.0	2.7	-2.1	1.4
COc1ccc(C(C)C)cc1S(=O)(=O)N1CCC(C(=O)N2CCN(C)CC2)CC1	3.2	-9.7	-4.2	-21.4	-4.3	-1.1	4.4	-0.2	-8.7	2.0
CC(C)(C)c1ccc(OCCNC(=O)c2ncn[nH]2)cc1	0.2	10.2	?	56.6*	1.9	2.4	28.6	-3.0	-9.5	-2.8
CC(C)Sc1ccc([N+](=O)[O-])cc1C(=O)Nc1ccncc1	-1.0	10.2	-4.7	-3.5	4.4	-33.0	1.7	5.5	-4.2	7.9
COc1ccc(S(=O)(=O)N2CCN(C(=O)c3cccs3)CC2)cc1OC	0.7	.	0.4	-3.9	-1.1	.	45.4	.	1.2	-7.3
COc1ccc(OC(=O)COc2ccccc2C)cc1	.	-3.9	.	-9.9	-12.5	4.8	.	.	.	6.0
O=C(CCc1nnc(Cc2ccc3c(c2)OCO3)o1)NCCc1ccccc1Cl	-2.4	-6.2	-3.6	-4.0	-28.1	2.7	-12.9	7.9	-0.8	-1.5
O=C(NCc1ccccn1)c1ccc2c(c1)N(Cc1ccccc1)CCS2	0.3	-98.9	-3.5	13.7	3.9	3.5	9.0	4.9	-7.8	2.1
c1nnnn1C12CC3CC(CC(C3)C1)C2	0.0	-5.5	4.2	-5.7	10.1	-0.1	6.2	4.4	0.1	4.1
Cn1c(=O)[nH]c(=O)c2c1nc(N1CCOCC1)n2CC(O)COc1ccc2ccccc2c1 (centres undefined)	-0.3	-2.8	-5.8	-18.9	2.6	-0.9	20.3	-0.7	-0.4	0.9
COCCNC(=S)N/N=C(\C)c1ccccc1OC	-0.7	0.7	-7.8	.	3.0	6.5	1.7	-3.9	-1.9	-2.9
Cc1ccccc1N1C(=O)c2cccc3cccc(c23)C1=O	?	3.7	?	4.4	11.1	-36.6	44.4	3.0	1.4	-4.1
CCCOc1ccc(F)cc1-c1cc(C(=O)NCc2cccs2)[nH]n1	-0.5	9.9	-5.1	.	.	11.3	.	.	-3.2	.
CCN(CC)CCC(=O)N1C/C(=C/c2ccccc2)C(=O)/C(=C\c2ccccc2)C1	-0.6	2.9	-3.2	-11.4	5.0	-1.4	.	.	-1.3	.
O=C(/C=C/c1ccccc1[N+](=O)[O-])OCC(=O)N1CCN(c2ccccc2)CC1	-0.5	-2.0	-1.1	.	7.1	2.2	.	.	3.0	.
Cc1c(Cl)cnc(NC(=O)COC(=O)[C@@H](NC(=O)c2ccco2)C(C)C)c1Cl	-6.2	-0.3	-11.3	-5.1	-9.8	4.9	.	.	3.3	4.9
CCOc1ccccc1NC(=O)Nc1cccc(C(C)=O)c1	-0.3	2.0	0.3	-11.7	-3.5	12.6	19.0	0.9	-1.4	0.1
O=C(Nc1nc(-c2ccc3c(c2)OCCO3)cs1)c1ccc(Br)o1	0.2	0.0	-10.5	.	-14.1	8.1	.	.	-6.4	.
O=C(c1ccc(-c2ccccc2Cl)o1)N1CCN(c2ccccc2O)CC1	3.9	-0.7	?	13.8	-0.4	-4.9	.	.	-2.5	-2.4

# Arranged by formula weight (lowest first): ten of the compounds above.
molecule	BoNT A protease	CCHFV vOTU inh	BoNT F protease	SSB-PriA inh	MazEF act	PrPC surface inh	VHR inh abs	SARS 3CLpro inh	Anthrax LF inh2	Rv3671c protease
CC(C)(C)c1ccc(OCCNC(=O)c2ncn[nH]2)cc1	0.2	10.2	?	56.6*	1.9	2.4	28.6	-3.0	-9.5	-2.8
CCCOc1ccc(F)cc1-c1cc(C(=O)NCc2cccs2)[nH]n1	-0.5	9.9	-5.1	.	.	11.3	.	.	-3.2	.
O=C(NCc1ccccn1)c1ccc2c(c1)N(Cc1ccccc1)CCS2	0.3	-98.9	-3.5	13.7	3.9	3.5	9.0	4.9	-7.8	2.1
O=C(c1ccc(-c2ccccc2Cl)o1)N1CCN(c2ccccc2O)CC1	3.9	-0.7	?	13.8	-0.4	-4.9	.	.	-2.5	-2.4
O=C(/C=C/c1ccccc1[N+](=O)[O-])OCC(=O)N1CCN(c2ccccc2)CC1	-0.5	-2.0	-1.1	.	7.1	2.2	.	.	3.0	.
COc1ccc(C2c3c(-c4ccccc4O)n[nH]c3C(=O)N2Cc2ccco2)cc1 (centres undefined)	-1.0	10.9	-1.9	21.6	2.4	3.3	-3.6	5.8	-2.0	-6.3
CCN(CC)CCC(=O)N1C/C(=C/c2ccccc2)C(=O)/C(=C\c2ccccc2)C1	-0.6	2.9	-3.2	-11.4	5.0	-1.4	.	.	-1.3	.
COc1ccc(C(=O)c2ccc3oc(-c4ccc(OC)cc4)c(C#CCCO)c3c2)cc1	0.1	10.8	-4.1	9.6	-22.7	1.9	.	.	0.9	-4.4
CC(NC(=O)c1cccs1)c1nnc(SCc2ccc(Cl)cc2Cl)n1C (centres undefined)	0.2	-7.9	-4.2	-17.4	-3.4	5.4	25.8	2.7	-1.1	-0.8
Cn1c(=O)[nH]c(=O)c2c1nc(N1CCOCC1)n2CC(O)COc1ccc2ccccc2c1 (centres undefined)	-0.3	-2.8	-5.8	-18.9	2.6	-0.9	20.3	-0.7	-0.4	0.9
